POLB inh = DNA polymerase beta (human) inhibition; Pol beta primer extension/strand displacement, fluorescence kinetic; P06746; AID 485314; 340,000 compounds, 1.3% hits; Potency, µM (top dose mostly 114 µM), for the others: top-dose activity change, negative = inhibition, most hits filed as inhibitors; further: on the % scale 0 is the no-effect control and ±100 the full control effect
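Human Pol beta at 10 nM; strand-displacement substrate 50 nM final. Compound exposure 15 min at room temperature before start, reaction 10 min at room temperature.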
POLI inh = blocks human DNA polymerase iota activity | Q9UNA4 | Pol iota fluorescent replication assay, 10 min | Potency, µM (series often up to 115 µM), without a hit: at the highest dose activity, negative = inhibition, hits mostly inhibitors | 390,000 compounds, 1% hits
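Fluorescent replication assay read twice, at 0 min and 10 min after adding 50 nM (final) substrate. Enzyme (10 nM) and compounds were first incubated 15 min at room temperature; enzyme-free buffer wells were negative controls.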
G9a inh = G9a (human) methyltransferase inhibition; G9a H3K9 monomethylation, AlphaScreen, 2 h; Q96KQ7; 350,000 compounds, 8.8% hits; AID 504332; Potency, µM (highest dose often 102 µM), for the others: at the top dose activity, negative = inhibition, actives largely listed as inhibitors; further: on the % scale 0 is the no-effect control and ±100 the full control effect; nearly all actives have a fitted effect of over 75% in size
Target sequence (Q96KQ7 913-1193 limits assumed): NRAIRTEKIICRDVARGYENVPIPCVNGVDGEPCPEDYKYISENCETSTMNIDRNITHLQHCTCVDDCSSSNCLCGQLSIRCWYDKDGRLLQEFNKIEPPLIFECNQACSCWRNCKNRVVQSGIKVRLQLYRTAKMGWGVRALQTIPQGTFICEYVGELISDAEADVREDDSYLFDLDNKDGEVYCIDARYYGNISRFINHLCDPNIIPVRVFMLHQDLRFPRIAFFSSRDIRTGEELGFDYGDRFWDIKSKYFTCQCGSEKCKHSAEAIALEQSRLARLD
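Methyltransferase reactions run at room temperature for 2 h (20 nM enzyme, 500 nM biotin-H3K9 peptide, 20 uM SAM) after a 15 min compound preincubation; product detected by AlphaScreen beads and anti-H3K9me1 antibody.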
APE1 inh = inhibitors of human APE1 endonuclease; P27695; recombinant APE1, TAMRA/BHQ-2 abasic DNA cleavage fluorescence; Potency, µM (highest dose often 65.8 µM), for inactives: at the top dose activity change, negative = inhibition, actives largely listed as inhibitors; 350,000 compounds, 0.35% hits; AID 2517;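 further: plate controls were vehicle for no effect and reference inhibitor for full effect; nearly all actives have a fitted effect of over 55% in size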
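Quantitative HTS: incision of a TAMRA/BHQ-2 double-stranded substrate bearing a tetrahydrofuran abasic site by 0.75 nM APE1 raises fluorescence. Substrate 50 nM final, added after 15 min compound preincubation at room temperature; progress as third-minus-first kinetic read difference.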
BLM inh = blocks DNA unwinding by human BLM helicase. recombinant BLM DNA unwinding, fluorescence dequenching. Potency, µM (series often up to 56.1 µM), inactives show at the top dose activity change, negative = inhibition, actives largely listed as inhibitors. P54132. 350,000 compounds, 0.2% hits;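 further: plate controls were vehicle for no effect and no enzyme for full effect; nearly all actives have a fitted effect of over 35% in size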
Apoferritin bind = candidate novel general anesthetic via apoferritin binding; P02791; apoferritin/1-aminoanthracene competitive binding, fluorescence; Potency, µM (series often up to 77.5 µM), without a hit: at the top dose activity change, negative = displacement, usual class: inhibitors; 350,000 compounds, 0.074% hits; AID 485281; further: on the % scale 0 is the no-effect control and ±100 the full control effect; nearly all actives have a fitted effect of over 20% in size
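Apoferritin-based anesthetic binding model; compound displacement of fluorescent 1-AMA measured as endpoint fluorescence after 10 minutes at room temperature, scaled to free-ligand and complex controls.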
POLK inh = blocks human DNA polymerase kappa activity | Q9UBT6 | purified Pol kappa, fluorescent DNA synthesis assay, 10 min | Potency, µM (titrated, usually from 107 µM), without a hit: top-dose activity, negative = inhibition, most hits filed as inhibitors | 400,000 compounds, 0.53% hits | AID 588579; further: on the % scale 0 is the no-effect control and ±100 the full control effect
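Pol kappa 10 nM + cpd, 15 min RT; start w/ substrate 50 nM final; fluorescence kinetic read, 0 and 10 min. Neg ctrl: buffer, no enzyme.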
POLH inh = inhibitors of human DNA polymerase eta. Q9Y253. recombinant Pol eta, fluorescent DNA replication assay. Potency, µM (highest dose often 114 µM), for the others: top-dose activity change, negative = inhibition, hits mostly inhibitors. 390,000 compounds, 1.2% hits; further: on the % scale 0 is the no-effect control and ±100 the full control effect
Target sequence (Q9Y253 whole entry, looked up): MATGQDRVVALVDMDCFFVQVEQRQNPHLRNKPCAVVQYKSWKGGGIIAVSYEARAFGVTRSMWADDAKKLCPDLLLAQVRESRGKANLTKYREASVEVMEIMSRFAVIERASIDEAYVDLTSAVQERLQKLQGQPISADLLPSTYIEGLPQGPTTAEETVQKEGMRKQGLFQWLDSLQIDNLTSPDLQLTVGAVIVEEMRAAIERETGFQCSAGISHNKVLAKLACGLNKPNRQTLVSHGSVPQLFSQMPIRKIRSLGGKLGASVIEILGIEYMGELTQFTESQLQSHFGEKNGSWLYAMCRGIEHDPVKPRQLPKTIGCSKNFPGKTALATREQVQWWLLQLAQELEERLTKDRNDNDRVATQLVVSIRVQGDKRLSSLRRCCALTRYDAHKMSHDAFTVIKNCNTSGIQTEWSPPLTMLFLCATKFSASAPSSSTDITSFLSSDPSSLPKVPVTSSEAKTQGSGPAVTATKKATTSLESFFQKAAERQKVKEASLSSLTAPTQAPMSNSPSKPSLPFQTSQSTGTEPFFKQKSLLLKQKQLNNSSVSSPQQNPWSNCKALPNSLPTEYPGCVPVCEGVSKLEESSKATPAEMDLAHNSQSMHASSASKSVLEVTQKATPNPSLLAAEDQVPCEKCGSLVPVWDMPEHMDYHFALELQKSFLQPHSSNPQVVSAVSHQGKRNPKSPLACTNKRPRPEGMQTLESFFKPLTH
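Pol eta (10 nM) was preincubated with compounds for 15 min at room temperature, after which fluorescent replication substrate (50 nM final) was added to start the reaction. Fluorescence was read kinetically at 0 and 10 min.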
BAZ2B block = blocks human BAZ2B; AID 504333; Potency, µM (doses to about 114 µM), inactives show at the highest dose activity change, negative = inhibition, usual class: inhibitors; Q9UIF8; AlphaScreen BAZ2B-H3K14Ac peptide displacement; 360,000 compounds, 4.4% hits; further: on the % scale 0 is the no-effect control and ±100 the full control effect; nearly all actives have a fitted effect of over 60% in size
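AlphaScreen luminescence quantifies BAZ2B engagement of H3K14Ac peptide; the protein and biotinylated peptide are both at 50 nM final, buffer PBS pH 7.4 with 0.01% Tween-20, all steps at room temperature.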
An asterisk follows results filed as active; [ ] = remark or other dose. The call rests on the fitted dose curve; in most records, active means well fitted curve in the direction sought with a large enough effect; inconclusive means small, poorly fitted or top-dose-only effect, or another doubt; inactive means no such curve, though single readings can be large; an effect the other way counts as inactive or inconclusive. Potency means the concentration at half of the fitted maximal effect.

How did O=S(=O)(Nc1cccc(-c2ccc3nncn3n2)c1)c1ccccc1F do in these assays?
POLI inh: 19%; G9a inh: -37%; APE1 inh: 10%; POLK inh: -2%; POLH inh: 6%; BAZ2B block: 3%

What do the screens show for `CCOc1ccc(NC(=S)Nc2cccc3ccccc23)cc1`?
POLB inh: 1%; POLI inh: 47%[activator]; APE1 inh: 4%; BLM inh: -9%; Apoferritin bind: -12%; POLK inh: -19%; POLH inh: -19%; BAZ2B block: -36%

Results for O=C(Nc1ccc(F)cc1F)c1ccc2c(c1)CCN2S(=O)(=O)c1ccc(Cl)cc1 ?
POLB inh: 19%; POLI inh: inconclusive; G9a inh: 0%[59 µM]; BLM inh: -6%; Apoferritin bind: -2%; POLK inh: -9%; POLH inh: -19%; BAZ2B block: -2%

What do the screens show for `Cc1ccc(-c2nnc(NCc3nc4ccccc4[nH]3)c3ccccc23)cc1S(=O)(=O)N1CCCCC1`?
POLB inh: 24%; POLI inh: -5%; G9a inh: -24%[59 µM]; APE1 inh: -8%; BLM inh: -9%; Apoferritin bind: 1%; POLK inh: -7%; POLH inh: -17%; BAZ2B block: -33%

Results for COc1ccc2oc(C(=O)OCC(=O)N(C)c3ccccc3)c(C)c2c1 ?
POLI inh: inconclusive; G9a inh: -11%; APE1 inh: -8%; POLK inh: -18%; POLH inh: -10%; BAZ2B block: inconclusive

Results for O=C(Nc1cc(C(F)(F)F)ccc1Cl)C(=O)N1CCCCC1 ?
POLB inh: -1%[57.1 µM]; POLI inh: 32%[activator]; G9a inh: 6%; APE1 inh: 3%; BLM inh: 0%; Apoferritin bind: -9%; POLK inh: -3%; POLH inh: -7%; BAZ2B block: 11%

What do the screens show for `Brc1ccc(-c2nc3ccccc3s2)s1`?
POLB inh: 16%; POLI inh: 20%; G9a inh: 47%[59 µM]; APE1 inh: 19%; BLM inh: -12%; Apoferritin bind: -10%; POLK inh: -2%; POLH inh: -4%; BAZ2B block: 20%

How did CC(C)(C)c1ccc(S(=O)(=O)CC(O)CSc2nc3c(cc2C#N)CCCC3)cc1 (stereo not drawn) do in these assays?
POLB inh: -2%; POLI inh: 29%; G9a inh: 49%[12.7 µM]; APE1 inh: -2%; BLM inh: -7%; Apoferritin bind: -2%; POLK inh: -2%; POLH inh: -24%; BAZ2B block: 1%

What do the screens show for `CC(C)(C)C(=O)NC(=S)N1CCOCC1`?
POLB inh: 21%; POLI inh: 197%[activator]; G9a inh: -8%[59 µM]; APE1 inh: 1%; BLM inh: 2%; Apoferritin bind: 0%; POLK inh: -8%; POLH inh: -16%; BAZ2B block: 6%

What do the screens show for `Cn1nccc1C(=O)N1CCCC(C(=O)c2ccc(Oc3ccccc3)cc2)C1` (stereo not drawn)?
POLB inh: inconclusive; POLI inh: -8%; G9a inh: -5%; APE1 inh: 57%[activator]; BLM inh: -7%; Apoferritin bind: -12%; POLK inh: 8%; POLH inh: -18%; BAZ2B block: -19%[57.1 µM]

Results for COC(=O)Cn1nc(-c2ccc(C)cc2)c2ccccc2c1=O ?
POLB inh: -1%; POLI inh: 79%[activator]; G9a inh: 35%[59 µM]; APE1 inh: 3%; BLM inh: -4%; Apoferritin bind: inconclusive; POLK inh: -7%; POLH inh: -14%; BAZ2B block: -12%

How did CC1(C)CCC[C@]2(C)[C@H]3Cc4cc(O)ccc4O[C@]3(C)CC[C@@H]12 do in these assays?
POLI inh: inconclusive; APE1 inh: -11%; POLK inh: -14%; POLH inh: -15%

What do the screens show for `Cc1nc2cc3c(cc2c(C)c1C(=O)OC(C)C)OCO3`?
POLB inh: 1%; POLI inh: -2%; G9a inh: inconclusive; APE1 inh: 7%; BLM inh: 3%; Apoferritin bind: -12%; POLK inh: -5%; POLH inh: -10%; BAZ2B block: inconclusive

What do the screens show for `Clc1ccc(-c2nc3cnccn3c2Nc2ccc3c(c2)OCO3)cc1`?
POLB inh: -6%; POLI inh: 0%; G9a inh: 16µM*; APE1 inh: -7%; BLM inh: -7%; Apoferritin bind: -5%; POLK inh: -19%; POLH inh: -9%; BAZ2B block: 45µM*

How did CCN(CC)/[N+]([O-])=N/Oc1cc(O/[N+]([O-])=N/N2CCCC2CO)c([N+](=O)[O-])cc1[N+](=O)[O-] (stereo not drawn) do in these assays?
POLI inh: 49%[activator]; APE1 inh: 0%; BLM inh: 2%; Apoferritin bind: -13%; POLK inh: 10%

How did CC(Sc1n[nH]c(-c2ccccc2)n1)C(=O)c1c(N)n(C)c(=O)n(C)c1=O (stereo not drawn) do in these assays?
POLI inh: 33%[activator]; G9a inh: 50µM*; APE1 inh: 1%; POLK inh: -11%; POLH inh: -12%; BAZ2B block: 4%

How did CC1CCc2c(sc3ncnc(SCC(=O)c4ccccc4)c23)C1 (stereo not drawn) do in these assays?
POLB inh: 20%; POLI inh: -10%; G9a inh: 18%[59 µM]; APE1 inh: -10%; BLM inh: -11%; Apoferritin bind: 0%; POLK inh: -4%; POLH inh: -15%; BAZ2B block: 4%

What do the screens show for `CCCN(CCC)S(=O)(=O)c1ccc(C(=O)Nc2c(C)n(C)n(-c3ccccc3)c2=O)cc1`?
POLB inh: 14%; POLI inh: 112%[activator]; G9a inh: -31%; APE1 inh: 1%; BLM inh: -2%; Apoferritin bind: -14%; POLK inh: -3%; POLH inh: -18%; BAZ2B block: -12%

How did CC(=O)NC1C(Oc2ccccc2C)OC(CO)C(O)C1O (stereo not drawn) do in these assays?
POLB inh: 0%; POLI inh: 28%; G9a inh: inconclusive; APE1 inh: 3%; BLM inh: 0%; Apoferritin bind: -5%; POLK inh: -7%; POLH inh: -16%; BAZ2B block: -21%

What do the screens show for `C[C@H](CO)N1C[C@H](C)[C@@H](CN(C)S(C)(=O)=O)Oc2ccc(NC(=O)C3CC3)cc2C1=O`?
POLI inh: 19%; APE1 inh: 42%[activator]; POLK inh: 12%; POLH inh: -2%

How did O=S1(=O)CC(NCc2ccccc2)C(Nc2ccccc2)C1 (stereo not drawn) do in these assays?
POLB inh: -1%; POLI inh: 4%; G9a inh: -26%[59 µM]; APE1 inh: 17%; BLM inh: 4%; Apoferritin bind: 11%; POLK inh: -5%; POLH inh: -6%; BAZ2B block: -5%

How did O=C(NCCN1CCCCC1)Nc1cccc(C(F)(F)F)c1 do in these assays?
POLB inh: 33%; POLI inh: 24%; G9a inh: -23%; APE1 inh: 16%; BLM inh: 0%; Apoferritin bind: -7%; POLK inh: -2%; POLH inh: -17%; BAZ2B block: -4%

How did Fc1ccc(COc2ccc(Br)cc2CNCC2CCCO2)cc1 (stereo not drawn) do in these assays?
POLB inh: 0%; POLI inh: -29%; G9a inh: 50µM*; APE1 inh: -1%; BLM inh: -9%; Apoferritin bind: -16%; POLK inh: -10%; POLH inh: -11%; BAZ2B block: -7%

Results for O=C(NNC(=O)c1cc2ccccc2cc1O)NC1CCCCC1 ?
POLB inh: -4%; POLI inh: 25%; APE1 inh: -7%; BLM inh: -4%; Apoferritin bind: 4%; POLK inh: 2%; POLH inh: -21%; BAZ2B block: inconclusive

Results for CCN1C(=O)CSC1=NC1C2CC3CC(C2)CC1C3 (stereo not drawn) ?
POLB inh: 0%; POLI inh: 21%; G9a inh: 4%; APE1 inh: 10%; BLM inh: 0%; Apoferritin bind: inconclusive; POLK inh: -6%; POLH inh: -26%; BAZ2B block: 64%[activator]

How did CC(=O)Nc1ccc(N(C(=O)Cn2nnc3ccccc32)C(C(=O)NCc2ccccc2)c2ccc(C)cc2)cc1 (stereo not drawn) do in these assays?
POLB inh: 11%; POLI inh: inconclusive; G9a inh: -3%[59 µM]; BLM inh: -2%; Apoferritin bind: -4%; POLK inh: -11%; POLH inh: -2%; BAZ2B block: -7%

What do the screens show for `CC(C)CCN1CCN(Cc2cccn2-c2ccccn2)CC1CCO` (stereo not drawn)?
POLB inh: 5%; POLI inh: 72%[activator]; G9a inh: -34%; APE1 inh: 0%; BLM inh: 1%; Apoferritin bind: -2%; POLK inh: -3%; POLH inh: -3%; BAZ2B block: -16%

Results for COc1cc(NC(=O)COc2cccc(C)c2C)ccc1NC(=O)c1ccco1 ?
POLB inh: -23%; POLI inh: 116%[activator]; G9a inh: 22%; APE1 inh: -2%; BLM inh: -9%; Apoferritin bind: 48%[activator]; POLK inh: -3%; POLH inh: -11%; BAZ2B block: -14%

How did C=CCN1C(=O)/C(=C\C(C)=C\c2ccccc2)SC1=S do in these assays?
POLB inh: 18%; POLI inh: inconclusive; G9a inh: 24%[0.501 µM]; APE1 inh: -7%; BLM inh: -2%; Apoferritin bind: -7%; POLK inh: -4%; POLH inh: 1%; BAZ2B block: inconclusive

Results for CCNC(=S)N(CCc1c(C)[nH]c2ccc(F)cc12)Cc1cccnc1 ?
POLB inh: -17%; POLI inh: inconclusive; G9a inh: inconclusive; APE1 inh: 55%; BLM inh: 1%; Apoferritin bind: -7%; POLK inh: 5%; POLH inh: -15%; BAZ2B block: -25%

4 records picked at random from those above:
How did O=C(NCCN1CCCCC1)Nc1cccc(C(F)(F)F)c1 do in these assays?
POLB inh: 33%; POLI inh: 24%; G9a inh: -23%; APE1 inh: 16%; BLM inh: 0%; Apoferritin bind: -7%; POLK inh: -2%; POLH inh: -17%; BAZ2B block: -4%

What do the screens show for `CCCN(CCC)S(=O)(=O)c1ccc(C(=O)Nc2c(C)n(C)n(-c3ccccc3)c2=O)cc1`?
POLB inh: 14%; POLI inh: 112%[activator]; G9a inh: -31%; APE1 inh: 1%; BLM inh: -2%; Apoferritin bind: -14%; POLK inh: -3%; POLH inh: -18%; BAZ2B block: -12%

Results for COc1ccc2oc(C(=O)OCC(=O)N(C)c3ccccc3)c(C)c2c1 ?
POLI inh: inconclusive; G9a inh: -11%; APE1 inh: -8%; POLK inh: -18%; POLH inh: -10%; BAZ2B block: inconclusive

Results for O=C(Nc1ccc(F)cc1F)c1ccc2c(c1)CCN2S(=O)(=O)c1ccc(Cl)cc1 ?
POLB inh: 19%; POLI inh: inconclusive; G9a inh: 0%[59 µM]; BLM inh: -6%; Apoferritin bind: -2%; POLK inh: -9%; POLH inh: -19%; BAZ2B block: -2%

Bioassay records (PubChem)

An excerpt; count on the stated rates, not on these rows.
